AGP1 TOR yeast: modulators of TOR pathway AGP1-GFP in S. cerevisiae; S. cerevisiae AGP1-GFP multiplex flow cytometry, 3 h; GFP as percent of DMSO wells; GFP response vs DMSO, % at 10 µM; 320,000 compounds, 0.02% hits;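 active = GFP response relative to DMSO above a set limit, near screen average plus 3 SD, cut at about 150% in these data; inconclusive = fewer than 70 cells counted for the yeast strain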;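 also: median GFP channel fluorescence of the gated AGP1 strain per well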
LAP4 TOR yeast: alters LAP4-GFP fluorescence in TOR pathway yeast screen; GFP response vs DMSO, % at 10 µM; S. cerevisiae LAP4-GFP multiplex, flow cytometry GFP, 3 h; median GFP as percent of DMSO wells; 320,000 compounds, 0.34% hits; AID 2023;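 active = GFP response vs DMSO above a set limit, about the screen mean plus 3 SD, cut at about 150% in these data; inconclusive = under 70 cell events counted for the yeast strain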
procasp3 activ: activators of human procaspase-3 | AID 463141 | recombinant procaspase-3 D3A, Ac-DEVD-pNA absorbance 405 nm | 330,000 compounds, 0.11% hits | activation, % at 8.5 µM;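 active = activation above the mean of all tested compounds plus 3 SD, cut at about 21% in these data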;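 also: 0% = DMSO alone and 100% = DMSO wells spiked with extra 5 µM PC-3 D3A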
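Compound: 8.5 µM single point, 0.8% DMSO / Material: Autoprocessing-dead procaspase-3 D3A mutant enzyme / Timing: 1 h preincubation plus 2 h reaction at 25 °C / Medium: Zinc-free HEPES/NaCl buffer with 0.01% Triton X-100 at pH 7.4 / Technique: 405 nm absorbance of p-nitroaniline, reads at 0 and 120 min / Repeats: one well per compound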
MEP2-GFP yeast: alters MEP2-GFP fluorescence in TOR pathway yeast screen | S. cerevisiae MEP2-GFP strain, flow cytometry GFP, 3 h; 100% = DMSO control level | GFP response vs DMSO, % at 10 µM | 330,000 compounds, 0.51% hits;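 active = GFP response versus DMSO above a set limit, roughly screen mean plus 3 SD, cut at about 180% in these data; inconclusive = fewer than 70 cells counted for a yeast strain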;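 also: median GFP fluorescence of the barcode-gated MEP2-GFP cells per well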
RPL19A TOR yeast: modulators of TOR pathway RPL19A-GFP in S. cerevisiae; percent response vs DMSO, % at 10 µM; S. cerevisiae RPL19A-GFP strain, flow cytometry, 3 h; hits give low values; 330,000 compounds, 0.3% hits;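 active = percent response vs DMSO below 50%; inconclusive = fewer than 70 events counted for the yeast strain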;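 also: median channel GFP fluorescence of the barcoded RPL19A-GFP strain; ratio of sample median GFP to plate DMSO average so 100% = DMSO; lower means less RPL19A-GFP as with rapamycin TOR inhibition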
AHR activator: activators of human aryl hydrocarbon receptor; 320,000 compounds, 2.5% hits; AHR-responsive luciferase reporter cells, luminescence; activation, % at 5 µM; AID 2796; in the data active = activation above about 47%;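 also: 0% = vehicle wells and 100% = reference agonist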
Target sequence (P35869 whole entry, looked up): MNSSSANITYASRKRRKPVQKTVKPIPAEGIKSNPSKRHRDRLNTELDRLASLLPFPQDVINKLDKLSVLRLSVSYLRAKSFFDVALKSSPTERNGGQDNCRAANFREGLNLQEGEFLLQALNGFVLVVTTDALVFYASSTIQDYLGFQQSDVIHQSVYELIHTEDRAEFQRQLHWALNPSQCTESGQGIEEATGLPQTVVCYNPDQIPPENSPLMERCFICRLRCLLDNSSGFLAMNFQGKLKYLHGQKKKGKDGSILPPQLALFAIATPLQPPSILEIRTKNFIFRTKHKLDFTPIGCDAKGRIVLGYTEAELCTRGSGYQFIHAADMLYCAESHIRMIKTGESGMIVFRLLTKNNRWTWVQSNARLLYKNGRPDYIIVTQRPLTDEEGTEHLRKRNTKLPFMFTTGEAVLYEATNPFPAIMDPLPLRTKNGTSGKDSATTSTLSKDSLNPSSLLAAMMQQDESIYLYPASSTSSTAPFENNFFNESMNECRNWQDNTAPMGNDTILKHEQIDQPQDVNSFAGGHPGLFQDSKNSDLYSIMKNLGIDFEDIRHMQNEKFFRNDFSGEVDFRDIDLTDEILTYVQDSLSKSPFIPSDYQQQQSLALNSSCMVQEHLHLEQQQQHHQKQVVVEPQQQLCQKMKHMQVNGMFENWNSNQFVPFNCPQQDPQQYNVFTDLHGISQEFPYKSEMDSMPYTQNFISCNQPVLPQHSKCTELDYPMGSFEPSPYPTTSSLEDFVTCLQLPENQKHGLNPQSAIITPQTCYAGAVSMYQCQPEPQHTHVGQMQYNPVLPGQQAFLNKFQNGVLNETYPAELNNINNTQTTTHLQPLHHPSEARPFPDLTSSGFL
proCasp7 act: counter-screen: procaspase-7 (human) activation; 330,000 compounds, 0.093% hits; P55210; recombinant procaspase-7, Ac-DEVD-pNA absorbance 405 nm; D23A/D198A/D206A triple mutant, cannot self-cleave; scale: DMSO 0, 5 µM enzyme 100; activation, % at 8.5 µM;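 active = percent activation above the screen-wide mean plus 3 SD, cut at about 25% in these data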
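buffer or medium = Zinc-free HEPES/NaCl buffer, pH 7.4 | material = Procaspase-7 triple mutant (PC-7 D3A) | input = 2 µM procaspase-7 mutant as dispensed | signal = Epi-absorbance of released pNA at 405 nm, two timepoints | timing = 1 h preincubation, 2 h reaction | replicates = singlicate compound testing | evaluation = % activation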
CIT2 TOR yeast: yeast TOR pathway CIT2-GFP modulation; 320,000 compounds, 0.065% hits; GFP response vs DMSO, % at 10 µM; AID 2029; S. cerevisiae CIT2-GFP strain, flow cytometry, 3 h; 100 means same as DMSO wells;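 active = GFP response relative to DMSO above a set limit, near the screen mean plus 3 SD, cut at about 150% in these data; inconclusive = Fewer than 70 cells measured for a yeast strain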;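 also: ratio of well median GFP fluorescence to mean of DMSO wells on the plate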
* marks the source's active call; other numbers are inactive results; [ ] = another dose, or the depositor's remark.

Results for CCc1nnc(NC(=O)c2cc(S(=O)(=O)N3CCCCC3)ccc2C)s1 ?
AGP1 TOR yeast: 101.8; LAP4 TOR yeast: 102.1; procasp3 activ: -2.2; MEP2-GFP yeast: 103.5; RPL19A TOR yeast: 99.5; AHR activator: 1.6; proCasp7 act: 7.7; CIT2 TOR yeast: 98.2

Results for CCC1(c2ccc(F)cc2)NC(=O)N(CC(=O)N2CCN(S(=O)(=O)c3ccc(Cl)cc3)CC2)C1=O (stereo unspecified) ?
AGP1 TOR yeast: 105.1; LAP4 TOR yeast: 98.4; procasp3 activ: -1.9; MEP2-GFP yeast: 95.4; RPL19A TOR yeast: 100.4; AHR activator: 0.1; proCasp7 act: -0.2; CIT2 TOR yeast: 94.9

How did O=C(N/N=C/c1cccn1-c1ccc([N+](=O)[O-])cc1)C(O)c1ccccc1 (stereo unspecified) do in these assays?
AGP1 TOR yeast: 112.2; LAP4 TOR yeast: 94.7; procasp3 activ: -0.7; MEP2-GFP yeast: 106.5; RPL19A TOR yeast: 101.9; AHR activator: -0.4; proCasp7 act: -0.9; CIT2 TOR yeast: 103.6

Results for COC(=O)c1ccc(CNC(=O)CN(CCC(C)C)S(=O)(=O)c2ccc3c(c2)OCCO3)cc1 ?
AGP1 TOR yeast: 106.3; LAP4 TOR yeast: 97.8; procasp3 activ: 7.9; MEP2-GFP yeast: 106.3; RPL19A TOR yeast: 101.0; AHR activator: -3.5; proCasp7 act: -1.5; CIT2 TOR yeast: 106.3

What do the screens show for `CC(C)c1ccc(/C=C/C(=O)NNC(=O)c2cccnc2)cc1`?
AGP1 TOR yeast: 103.5; LAP4 TOR yeast: 100.5; procasp3 activ: 4.6; MEP2-GFP yeast: 100.1; RPL19A TOR yeast: 102.9; AHR activator: 11.2; proCasp7 act: 9.1; CIT2 TOR yeast: 101.8

Results for Nc1c(C(=O)Nc2ccc(Br)cc2)sc2nc(-c3ccco3)ccc12 ?
AGP1 TOR yeast: 26.8[may fluoresce violet]; LAP4 TOR yeast: 112.9[may fluoresce violet]; procasp3 activ: -14.0; MEP2-GFP yeast: 138.4[may fluoresce violet]; RPL19A TOR yeast: 97.1[may fluoresce violet]; AHR activator: 60.4*; proCasp7 act: -25.3; CIT2 TOR yeast: inconclusive

How did Cc1occc1-c1nnc(SCC(=O)N(C)CCC#N)n1N do in these assays?
AGP1 TOR yeast: 101.4; LAP4 TOR yeast: 96.0; procasp3 activ: 1.8; MEP2-GFP yeast: 100.1; AHR activator: 1.0; proCasp7 act: 3.4; CIT2 TOR yeast: 97.1

What do the screens show for `O=[N+]([O-])c1cccc(-c2nnc(CNC3CC3)o2)c1`?
AGP1 TOR yeast: 102.4; LAP4 TOR yeast: 101.2; procasp3 activ: 7.8; MEP2-GFP yeast: 101.0; RPL19A TOR yeast: 98.6; AHR activator: 1.9; proCasp7 act: 13.8; CIT2 TOR yeast: 102.3

What do the screens show for `C[C@H](NC(=O)c1cc2cc(Cl)ccc2n1C)C(=O)N[C@@H](C(=O)O)c1ccccc1`?
AGP1 TOR yeast: 112.2; LAP4 TOR yeast: 115.2; procasp3 activ: 6.0; MEP2-GFP yeast: 127.0; RPL19A TOR yeast: 121.0; AHR activator: 4.5; proCasp7 act: 7.0; CIT2 TOR yeast: 114.3

How did O=S(=O)(c1ccccc1)N1N=C(c2cccs2)CC1c1cccc(O)c1 (stereo unspecified) do in these assays?
AGP1 TOR yeast: 108.5; LAP4 TOR yeast: 99.1; procasp3 activ: 0.1; MEP2-GFP yeast: 127.8; RPL19A TOR yeast: 107.9; AHR activator: 1.8; proCasp7 act: -6.8; CIT2 TOR yeast: 156.7*

What do the screens show for `Cc1nnc2c(NCCC(C)C)nc3ccccc3n12`?
AGP1 TOR yeast: 91.5; LAP4 TOR yeast: 84.9; MEP2-GFP yeast: 101.9; RPL19A TOR yeast: 94.7; CIT2 TOR yeast: 96.4

What do the screens show for `O=C(Cn1cncn1)N1CCN(c2ccc(F)cc2)CC1`?
AGP1 TOR yeast: 105.7; LAP4 TOR yeast: 108.3; procasp3 activ: 11.8; MEP2-GFP yeast: 109.1; RPL19A TOR yeast: 95.6; AHR activator: 0.4; proCasp7 act: 2.4; CIT2 TOR yeast: 103.2

How did Cc1c(C(=O)Oc2ccc(Cl)cc2)n(C)oc1=O do in these assays?
AGP1 TOR yeast: 108.0; LAP4 TOR yeast: 102.0; procasp3 activ: 1.8; MEP2-GFP yeast: 90.7; RPL19A TOR yeast: 100.9; AHR activator: 1.0; proCasp7 act: 6.3; CIT2 TOR yeast: 117.1

How did Cc1ccc[n+](/C(=C\C(=C=[N-])C#N)C(=O)c2ccc(Cl)cc2)c1 do in these assays?
AGP1 TOR yeast: 86.7; LAP4 TOR yeast: 84.5; procasp3 activ: 2.5; MEP2-GFP yeast: 91.3; RPL19A TOR yeast: 96.7; AHR activator: 2.8; proCasp7 act: 11.2; CIT2 TOR yeast: 86.6

Results for O=C(CN1CCCCCC1)Nc1ccc(Br)cc1 ?
AGP1 TOR yeast: 109.7; LAP4 TOR yeast: 110.3; procasp3 activ: 1.7; MEP2-GFP yeast: 106.0; RPL19A TOR yeast: 102.8; AHR activator: 84.2*; proCasp7 act: 1.3; CIT2 TOR yeast: 104.0

How did COc1ccc(/C=N/NC(=O)c2cccc([N+](=O)[O-])c2)c2ccccc12 do in these assays?
AGP1 TOR yeast: 104.1; procasp3 activ: 3.2; MEP2-GFP yeast: 113.4; RPL19A TOR yeast: 98.9; AHR activator: 13.3; proCasp7 act: -3.3; CIT2 TOR yeast: 89.9

Results for COc1cccc(CNS(=O)(=O)c2ccc3c(c2)N(C(C)=O)CCS3)c1 ?
AGP1 TOR yeast: 92.0; LAP4 TOR yeast: 96.8; procasp3 activ: -0.2; MEP2-GFP yeast: 96.5; RPL19A TOR yeast: 94.7; AHR activator: 8.0; proCasp7 act: 8.2; CIT2 TOR yeast: 88.7

Results for CC(C)CC(=O)c1c[nH]c(C(=O)NCC2CCCO2)c1 (stereo unspecified) ?
AGP1 TOR yeast: 102.3; LAP4 TOR yeast: 102.0; procasp3 activ: 3.5; MEP2-GFP yeast: 104.2; RPL19A TOR yeast: 100.7; AHR activator: 16.6; proCasp7 act: 4.0; CIT2 TOR yeast: 98.5

What do the screens show for `CC(C)n1nccc1NC(=O)Nc1ccccc1`?
AGP1 TOR yeast: 104.1; LAP4 TOR yeast: 96.8; procasp3 activ: 3.4; MEP2-GFP yeast: 106.4; RPL19A TOR yeast: 103.6; AHR activator: 0.3; proCasp7 act: -0.3; CIT2 TOR yeast: 103.8

Results for c1ccc(-c2cnnn2-c2ccccc2)cc1 ?
AGP1 TOR yeast: 97.6; LAP4 TOR yeast: 95.2; MEP2-GFP yeast: 108.2; RPL19A TOR yeast: 103.7; CIT2 TOR yeast: 102.5

What do the screens show for `COc1ccc(S(=O)(=O)N2CCC(C(=O)N[C@H](C(=O)N3CCCC3)C(C)C)CC2)cc1`?
AGP1 TOR yeast: 94.3; LAP4 TOR yeast: 92.1; procasp3 activ: 3.9; MEP2-GFP yeast: 88.7; RPL19A TOR yeast: 93.9; AHR activator: 0.2; proCasp7 act: 1.2; CIT2 TOR yeast: 101.0

Results for O=S(=O)(c1ccc(Cl)cc1)N1CCN(C2CCN(Cc3ccccc3)CC2)CC1 ?
AGP1 TOR yeast: 102.0; LAP4 TOR yeast: 101.2; procasp3 activ: 3.3; MEP2-GFP yeast: 100.3; RPL19A TOR yeast: 102.5; AHR activator: -1.1; proCasp7 act: 5.1; CIT2 TOR yeast: 104.1

What do the screens show for `C/C(=N\NC(=O)c1cccc(C)c1)c1cccc(NC(=O)c2ccco2)c1`?
AGP1 TOR yeast: 92.4; LAP4 TOR yeast: 98.7; procasp3 activ: 9.7; MEP2-GFP yeast: 100.4; RPL19A TOR yeast: 93.3; AHR activator: 1.7; proCasp7 act: -2.7; CIT2 TOR yeast: 94.2

How did Cc1oc2cc(O)ccc2c(=O)c1Oc1ccccc1 do in these assays?
AGP1 TOR yeast: 100.4; LAP4 TOR yeast: 103.9; procasp3 activ: 0.3; MEP2-GFP yeast: 100.5; RPL19A TOR yeast: 100.7; AHR activator: 25.5; proCasp7 act: 1.0; CIT2 TOR yeast: 104.1

How did Cc1c(NC(=O)CN2C(=O)C(=O)N(Cc3ccccc3)C2=O)c(=O)n(-c2ccccc2)n1C do in these assays?
AGP1 TOR yeast: 104.7; LAP4 TOR yeast: 101.0; procasp3 activ: 2.5; MEP2-GFP yeast: 107.8; RPL19A TOR yeast: 104.1; AHR activator: 1.7; proCasp7 act: -0.6; CIT2 TOR yeast: 102.2

Results for CC(C)(CC(=O)O)CC(=O)Nc1ccccc1Oc1ccccc1 ?
AGP1 TOR yeast: inconclusive; LAP4 TOR yeast: 56.3[may fluoresce violet]; procasp3 activ: -8.9; MEP2-GFP yeast: 249.0*[may fluoresce violet]; RPL19A TOR yeast: 41.2*[may fluoresce violet]; AHR activator: -1.5; proCasp7 act: 2.5; CIT2 TOR yeast: inconclusive

Results for C=C(C)COc1ccc(-c2ncncc2-c2ccc(Br)cc2)c(O)c1 ?
AGP1 TOR yeast: 104.3; LAP4 TOR yeast: 105.2; procasp3 activ: 10.6; MEP2-GFP yeast: 99.8; RPL19A TOR yeast: 101.5; AHR activator: 15.9; proCasp7 act: 2.1; CIT2 TOR yeast: 97.8

How did Cc1ccc(N/N=C(\C#N)C(=N)N2CCOCC2)cc1 do in these assays?
AGP1 TOR yeast: 96.5; LAP4 TOR yeast: 89.0; procasp3 activ: -7.4; MEP2-GFP yeast: 102.7; RPL19A TOR yeast: 98.6; AHR activator: 122.7*; proCasp7 act: -3.8; CIT2 TOR yeast: 96.0

How did CCCNC(=O)c1ccc2c(=O)c(O)c(-c3ccsc3)[nH]c2c1 do in these assays?
AGP1 TOR yeast: 93.3; LAP4 TOR yeast: 109.3; procasp3 activ: 2.4; MEP2-GFP yeast: 96.1; RPL19A TOR yeast: 99.5; AHR activator: 16.4; proCasp7 act: -0.8; CIT2 TOR yeast: 97.5

How did C#CCOCCOCCOCCNc1nc(N2CCN(C(=O)[C@H](Cc3ccc(O)cc3)n3cc([C@@H](N)C(C)CC)nn3)CC2)nc(N2CCN(C(=O)[C@H](CCCCN)n3cc([C@@H](N)CO)nn3)CC2)n1 (stereo partly specified) do in these assays?
AGP1 TOR yeast: 99.6; LAP4 TOR yeast: 117.9; procasp3 activ: 3.1; MEP2-GFP yeast: 93.7; RPL19A TOR yeast: 107.0; AHR activator: 2.0; proCasp7 act: 3.0; CIT2 TOR yeast: 120.6

How did Cc1c(C(=O)Nc2ccc(C(=O)Nc3ccccc3)cc2)cccc1[N+](=O)[O-] do in these assays?
AGP1 TOR yeast: 99.7; LAP4 TOR yeast: 90.7; procasp3 activ: 5.3; MEP2-GFP yeast: 97.4; RPL19A TOR yeast: 99.4; AHR activator: -0.9; proCasp7 act: 1.5; CIT2 TOR yeast: 93.9

Screening data: PubChem BioAssay, several laboratories
